# Compound activity deposited in PubChem by Fisher Drug Discovery Resource Center.
# mcGAS lum – mouse cGAS inhibition by luminescence; Q8C6L5; recombinant cGAS, Kinase-Glo ATP depletion luminescence; inhibition, % at 12.5 µM; 160,000 compounds, 0.15% hits; AID 1259399;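 further: 0% = negative control wells and 100% = reference inhibitor with no enzyme activity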
# NPYLR7 agonist – mosquito NPYLR7 agonism | 270,000 compounds, 0.15% hits | AID 1259423 | HEK293T NPYLR7/Galpha15, GCaMP6s calcium fluorescence | activation, % at 10 µM; in the data active means activation above about 40%;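 further: 0% = vehicle and 100% = reference agonist at the receptor; some compounds past the cut are filed as inactive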
# hcGAS inh – blocks human cGAS activity; Q8N884; recombinant h-cGAS, ATP depletion, Kinase-Glo luminescence; inhibition, % at 12.5 µM; 290,000 compounds, 0.081% hits;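 further: 0% = vehicle reaction and 100% = reaction without DNA for no activity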
# Target sequence (Q8N884 whole entry, looked up): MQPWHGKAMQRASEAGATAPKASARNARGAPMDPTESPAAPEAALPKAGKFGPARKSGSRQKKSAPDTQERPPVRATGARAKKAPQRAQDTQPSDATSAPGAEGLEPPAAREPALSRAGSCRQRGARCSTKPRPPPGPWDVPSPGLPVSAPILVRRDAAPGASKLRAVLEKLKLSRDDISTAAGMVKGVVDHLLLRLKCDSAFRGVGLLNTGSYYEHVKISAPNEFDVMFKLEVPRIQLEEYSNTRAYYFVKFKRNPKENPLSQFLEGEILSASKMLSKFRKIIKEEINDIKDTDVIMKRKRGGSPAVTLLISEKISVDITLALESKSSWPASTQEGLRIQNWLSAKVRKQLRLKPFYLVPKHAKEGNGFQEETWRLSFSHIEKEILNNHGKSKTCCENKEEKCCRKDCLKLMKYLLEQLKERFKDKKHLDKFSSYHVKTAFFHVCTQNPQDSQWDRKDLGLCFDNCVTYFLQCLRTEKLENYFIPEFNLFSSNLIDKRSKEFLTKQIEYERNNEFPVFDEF
# * hit, by the source's call; x = not tested or not shown; & = joins results of further samples. Unless noted, no stated cut-off is given here; in the data, active means inhibition above about 40%; inactive means the rest.
[1] COc1cc(OC)nc(C(NC(=O)C2CCN(Cc3ccc(Oc4ccccc4)cc3)CC2)c2ccc(F)cc2)n1 (stereo unspecified)
[2] O=C(COc1cccc2cccnc12)Nc1ccc(Cl)c(S(=O)(=O)N2CCOCC2)c1
[3] O=C(OCc1nc(-c2cccc(C(F)(F)F)c2)no1)C1CSCCS1 (stereo unspecified)
[4] Cc1ccc(NCCCNC(=O)c2ccc(=O)n(C)c2)nc1
[5] Cc1c(C(=O)N2CCC3(CCNC(=O)CC3)CC2)cnc2cc(=O)[nH]n12
[6] CCOC(=O)Cc1cc(=O)n(-c2ccccc2)[nH]1

Compound	1	2	3	4	5	6
NPYLR7 agonist	-7	0	6	5	2	-4
mcGAS lum	0	-7	-17	-14	x	-5
hcGAS inh	2	0	-10	-1	-3	-12

[7] COc1nc(-c2ccc(Cl)c(Cl)c2)n(-c2ccc(NC(=O)c3ccc(Cl)c(Cl)c3)cc2)n1
[8] O=C1NC2(CCN(C(=O)Nc3cccc(Cl)c3Cl)CC2)Nc2cc(Cl)ccc21
[9] O=C(Cn1nnn(-c2ccccc2Cl)c1=O)Nc1ccc(Cl)cn1
[10] CC(C)CC(NC(=O)c1ccc2c(c1)OCCN2C)c1nnc2n1CCNCC2 (stereo unspecified)
[11] CC(C)OCCCNC(CC(=O)Nc1ccc(O)cc1)C(=O)O (stereo unspecified)
[12] COc1cc(/C=C/c2noc3c(=O)ccccc23)cc(OC)c1OC

Compound	7	8	9	10	11	12
NPYLR7 agonist	11	1	6	-2	8	-9
mcGAS lum	-5	-6	x	x	2	x
hcGAS inh	-3	-8	-2	-6	6	-3

[13] CC(C)C(NC(=O)CCl)c1ccc(F)cc1 (stereo unspecified)
[14] CCc1nn2c(=O)cc(COC(=O)c3c(C)noc3C)nc2s1
[15] O=C(Nc1ccccc1F)N1CCC2(CC1)SCCN2C(=O)c1cccc(Cl)c1
[16] COC(=O)c1ccc2c(c1)CC(CNC(=O)CCSC)O2 (stereo unspecified)
[17] CCOC(=O)C1CCCN(C(=O)c2ccc(CSc3nc(C)cc(N4CCN(c5cccc(C(F)(F)F)c5)CC4)n3)o2)C1 (stereo unspecified)
[18] CCOc1ccc(OCC(=O)OCc2cc(-c3ccc4c(c3)OCO4)on2)cc1

Compound	13	14	15	16	17	18
NPYLR7 agonist	3	3	1	23	7	-2
mcGAS lum	-3	-7	-5	-6	-4	x
hcGAS inh	-3	-7	-4	-7	-2	-8

[19] FC(F)(F)Oc1ccc(CNc2nccnc2-c2ccccc2)cc1
[20] COCCN1CCCC2(CCN(C(=O)c3cc4nc(C)cc(C)n4n3)C2)C1=O (stereo unspecified)
[21] CC(OC(=O)NCCO)C(F)(F)F (stereo unspecified)
[22] Cc1cc(S(=O)(=O)Nc2ccc(S(=O)C(F)(F)F)cc2)sc1C(=O)O (stereo unspecified)
[23] CN(CCCN1c2ccccc2CCc2ccccc21)S(=O)(=O)c1ccccc1Cl
[24] COc1cc(C(=O)N2CCC(c3nc(-c4ccc(C(F)(F)F)cc4)no3)CC2)cc(OC)c1OC

Compound	19	20	21	22	23	24
NPYLR7 agonist	-1	5	3	5	-4	2
mcGAS lum	-1	-15	x	x	-2	-5
hcGAS inh	-2	-1	0	5	-9	-8

[25] c1cnc(Oc2ccc(C3NCCc4[nH]cnc43)cc2)nc1 (stereo unspecified)
[26] O=C(COc1ccc(Cl)cc1)N1CCc2ccccc2C1c1ccccc1Cl (stereo unspecified)
[27] COc1ccc(CNC(=O)C2CC=CCC2C(=O)N2CCc3ccccc3C2)c(OC)c1 (stereo unspecified)
[28] COCCNS(=O)(=O)c1ccc(OC)c(N2CCN(C(=O)c3cc(F)cc(C(F)(F)F)c3)CC2)c1
[29] Cc1cccc(COCC2CN(C(=O)c3cc(C)nc(Cl)c3)CCO2)c1 (stereo unspecified)
[30] CC1CCc2sc(-c3nnc(SCC4CCOCO4)o3)cc2C1 (stereo unspecified)

Compound	25	26	27	28	29	30
NPYLR7 agonist	1	10	-3	5	23	1
mcGAS lum	-1	-6	-4	-6	x	-1
hcGAS inh	5	-3	-5	-3	-6	3

[31] CNC(=O)Cc1ccc(NCC(=O)Nc2ccccc2)cc1
[32] Cc1nn(C)cc1S(=O)(=O)NCCCN(C)C
[33] CC(C)(O)C#Cc1cccc(C(=O)NCc2ccccc2-n2ccnc2)c1
[34] O=C(CCc1ccc(F)c(F)c1)NCc1ccccn1
[35] CC(C)CN(Cc1c(-c2ccccc2)noc1N1CCSCC1)C(=O)c1ccco1
[36] Cc1cc(F)ccc1Oc1cc(N2CCN(C(=O)c3ccccc3Cl)C(C)C2)ncn1 (stereo unspecified)

Compound	31	32	33	34	35	36
NPYLR7 agonist	8	0	-4	0	11	-2
mcGAS lum	x	x	5	x	-6	-2
hcGAS inh	3	-11	6	-9	-10	-4

[37] O=C1OC(c2cccc(Cl)c2)=N/C1=C\C=C\c1ccccc1
[38] CCCN(Cc1ccc(C)cc1)C(=O)C(C)NC(=O)C(C)(C)C (stereo unspecified)
[39] CC(=O)c1ccc(N=Cc2nc(-c3ccc(Br)cc3)oc2O)cc1
[40] COc1cc(COC2CN(C(=O)c3cc4ccccc4o3)CC(=O)N(C(C)C)C2)cc(OC)c1 (stereo unspecified)
[41] COCCCN(Cc1ccco1)CC(O)c1ccccc1 (stereo unspecified)
[42] Oc1cc(O)c2c(c1)O[C@H](c1cc(O)c(O)c(O)c1)[C@H](O)C2

Compound	37	38	39	40	41	42
NPYLR7 agonist	1	5	20	0	9	x
mcGAS lum	-1	x	-7	-2	-3	25
hcGAS inh	-2	-6	-9	2	-6	79*

# 5 compounds out of the list, sorted by length of the SMILES, ascending:
[41] COCCCN(Cc1ccco1)CC(O)c1ccccc1 (stereo unspecified)
[37] O=C1OC(c2cccc(Cl)c2)=N/C1=C\C=C\c1ccccc1
[38] CCCN(Cc1ccc(C)cc1)C(=O)C(C)NC(=O)C(C)(C)C (stereo unspecified)
[39] CC(=O)c1ccc(N=Cc2nc(-c3ccc(Br)cc3)oc2O)cc1
[40] COc1cc(COC2CN(C(=O)c3cc4ccccc4o3)CC(=O)N(C(C)C)C2)cc(OC)c1 (stereo unspecified)

Compound	41	37	38	39	40
NPYLR7 agonist	9	1	5	20	0
mcGAS lum	-3	-1	x	-7	-2
hcGAS inh	-6	-2	-6	-9	2

# Next section
[43] COc1ccc(-c2nc(CSc3cc(C)cc(C)c3)cs2)cc1OC
[44] CCOCCCN(CC(=O)N(Cc1ccc(F)cc1)Cc1ccco1)C(=O)c1cccc(OC)c1
[45] Nc1ncnc2c1ncn2[C@@H]1O[C@H](CO)C[C@@H]1O
[46] O=C1COc2cc3c(cc2N1)C(c1cc(F)ccc1-n1cccn1)CC(=O)N3 (stereo unspecified)
[47] C=CCN1Cc2cc(OC)ccc2N(C(=O)c2ccno2)CCC1=O
[48] COc1cccc(CN2C(=O)C3(SCCN3C(=O)C3CC3)c3cc(OC)ccc32)c1 (stereo unspecified)

Compound	43	44	45	46	47	48
NPYLR7 agonist	5	-9	-17	-6	1	3
mcGAS lum	-7	1	x	x	-4	-5
hcGAS inh	-5	7	-4	10	-2	-10

[49] O=S1(=O)CCN2C(c3cccc(Br)c3)=CSC2=N1
[50] COc1ccc(N2CCN(c3ncnc4sccc34)C(C)C2=O)cc1 (stereo unspecified)
[51] CN1CC2(CCN(C(=O)c3ccn(C(C)(C)C)c3)C2)OC1=O (stereo unspecified)
[52] Cc1cc(OC(F)F)c(C(=O)NC(C)CCN(C)C)s1 (stereo unspecified)
[53] CC(C(=O)Nc1ccccc1N1CCC(C(N)=O)CC1)n1cccn1 (stereo unspecified)
[54] COc1cc(C=NNC(=O)c2cc(-c3ccc(OC(C)C)cc3)n[nH]2)ccc1O

Compound	49	50	51	52	53	54
NPYLR7 agonist	5	1	-6	3	2	2
mcGAS lum	x	-10	x	x	x	-3
hcGAS inh	-13	-4	-5	-5	2	-8

[55] Cc1ccc(-c2cc3c4c(C)n(C)c(C)c4c(C)nn3c2)o1
[56] CCN(CC)C(=O)Oc1ccc2c(ccn2Cc2cc(C(F)(F)F)ccc2C(F)(F)F)c1-c1cc(C)cc(C)c1
[57] Cc1ccc(C2(O)CCN(C(=O)c3ccc(Cn4cnnn4)cc3)CC2)nc1
[58] O=C1CCCN1C1CCCN(Cc2cc(-c3ccccn3)no2)C1 (stereo unspecified)
[59] CSc1nc2ncc3c(=O)n(-c4ccccc4)ccc3n2n1
[60] CCN(CC)C(=O)Oc1ccc2c(ccn2Cc2c(F)cc(F)cc2F)c1-c1ccc(OC)cc1

Compound	55	56	57	58	59	60
NPYLR7 agonist	-4	18	6	3	2	8
mcGAS lum	-7	-7	-13	x	x	-6
hcGAS inh	-4	-10	1	-5	-4	-3

[61] COC(=O)Cn1c(=NC(=O)Cc2ccccc2)sc2ccccc21
[62] Cc1nc(C(C)NC(=O)c2ccc(OC3CCN(Cc4ccccn4)CC3)cc2)c(C)s1 (stereo unspecified)
[63] CC(C)Cn1c(=O)c2ccc(C(=O)NC(C)C)cc2n2c(=O)n(CC(N)=O)nc12
[64] O=C(NC(c1ccccc1)c1ccccn1)C1CCN(Cc2ccc(Cl)c(Cl)c2)CC1 (stereo unspecified)
[65] O=C(Nc1ccc2c(c1)OCO2)C(C1CCCC1)N1CCN(C(=O)CCc2ccccc2)CC1 (stereo unspecified)
[66] COc1ccc(C2SCCN2C(=O)Nc2ccc(C)c(Cl)c2)cc1OCc1ccccc1 (stereo unspecified)

Compound	61	62	63	64	65	66
NPYLR7 agonist	3	-2	8	-14	8	-10
mcGAS lum	x	-5	-9	1	-5	-2
hcGAS inh	-7	-4	-9	0	-9	-2

[67] COCCSc1ncc(-c2cccc(F)c2)c(C2CCN(C(=O)/C=C/c3ccccn3)CC2)n1
[68] CCCCOc1cc(C)ccc1S(=O)(=O)NCc1ccccc1
[69] Cn1nnnc1SCC1=C(C(=O)O)N2C(=O)C(NC(=O)C(O)c3ccccc3)C2SC1 (stereo unspecified)
[70] COc1ccccc1N1CCN(C2CCCN(C(=O)CCCCc3ccccc3)C2)CC1 (stereo unspecified)
[71] COCCN(Cc1ccc(C)cc1)C(=O)c1ccc(N(C)S(C)(=O)=O)cc1
[72] CCCCCCCCCCCC(=O)N(CC(=O)N1CCc2sccc2C1c1ccc(Cl)cc1Cl)C1CC1 (stereo unspecified)

Compound	67	68	69	70	71	72
NPYLR7 agonist	3	6	-4&-8	-2	-3	-2
mcGAS lum	-24	-16	-1	-3	-15	-4
hcGAS inh	-8	-9	-4&-1	-7	-5	-3

[73] Cc1cc2nsnc2c(S(=O)(=O)N2CCN(C)CC2)c1C
[74] Nc1nc(SCC(=O)C23CC4CC(CC(C4)C2)C3)nc(-c2ccncc2)n1
[75] O=C(C1CCCCC1)N1CCC2(CC1)OCCN2S(=O)(=O)c1cccs1
[76] COc1ccc(CNC(=O)c2cnn3c2NC(c2ccco2)CC3C(F)(F)F)cc1 (stereo unspecified)
[77] O=[N+]([O-])c1cc(S(=O)(=O)Nc2cc(Cl)ccc2F)ccc1F
[78] CCCCNC(=O)C1(C)CCCCN1C(=O)c1c(F)ccc(C)c1F (stereo unspecified)

Compound	73	74	75	76	77	78
NPYLR7 agonist	2	2&1	x	-7	40*	4
mcGAS lum	-4	-4	-5	-5	x	-7
hcGAS inh	-8	-7&-4	-11	-3	-2	-15

[79] Cn1c(=O)c2[nH]c(CN3CCc4ccccc4C3)nc2n(C)c1=O
[80] O=C(CNC(=O)Nc1ccccc1OC1CCCC1)NCc1ccco1
[81] CC(C)Cn1nnnc1SCC(=O)NC1CCCCCC1
[82] Cc1nc(C(C)N(C)Cc2ncccc2C(=O)O)c(C)s1 (stereo unspecified)
[83] CN(C)c1nc2c(c(=O)[nH]1)CCN(C(=O)CC1NC(=O)c3ccccc31)C2 (stereo unspecified)
[84] CCOc1ccc(NC(=O)NC(Cc2ccccc2)C(=O)Nc2nnc(-c3ccc(F)cc3)s2)cc1 (stereo unspecified)

Compound	79	80	81	82	83	84
NPYLR7 agonist	-1	4	10	-1	3	15
mcGAS lum	x	x	x	x	-12	-6
hcGAS inh	-5	-4	-5	-2	-2	-6

[85] COc1ccccc1CCN1CCC(CN(C)C(=O)/C=C/c2ccccc2)CC1
[86] Brc1ccc(C2=CC(c3cccc4ccccc34)C3N=NNC3=N2)cc1 (stereo unspecified)
[87] COC(=O)c1cc(OC)c(OC)cc1NC(=O)C1Oc2ccccc2OC1C (stereo unspecified)
[88] O=C1/C(=C/c2ccco2)Oc2c1ccc(O)c2CN1CCN(CCO)CC1
[89] C=CCNC(=O)N1CCN(C(C(=O)Nc2ccc(OC)cc2)C2CCCC2)CC1 (stereo unspecified)
[90] O=C(c1cn(CCN2CCCCC2)nn1)N1CC=C(c2ccc(F)cc2)CC1

Compound	85	86	87	88	89	90
NPYLR7 agonist	4	-2	3	56	10	-1
mcGAS lum	x	x	x	-9	-5	x
hcGAS inh	-8	-3	-6	-1	-5	1

[91] CNC(=O)c1ccc(CN(C(=O)c2ccc(Cl)o2)C2CC2)cc1
[92] O=C(Cn1ncn2nc(-c3ccccc3)cc2c1=O)NCc1ccc(F)cc1
[93] CN(Cc1ccc2nsnc2c1)Cc1nc(-c2cnccn2)no1
[94] O=C1C(=O)N(CCCN2CCOCC2)C(c2cccs2)C1=C(O)c1ccc(F)cc1 (stereo unspecified)
[95] O=[N+]([O-])c1nc(Br)n(Cc2ccccc2F)n1
[96] COc1ccc(-c2cc(C(N)=O)ccn2)cn1

Compound	91	92	93	94	95	96
NPYLR7 agonist	0	-10	11	2	8	6
mcGAS lum	-7	-8	x	-9	-3	x
hcGAS inh	-12	-6	-7	-4	-7	-7

# No enrichment for hits. Share with any hit: about 0.27%.
